# NPC1 prom act – activators of NPC1 promoter | Huh7 NPC1 promoter luciferase reporter, 24 h | Potency, µM (highest dose often 9.22 µM), for inactives: at the highest dose activation, usual class: activators | 2.4% of 320,000 active;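 further: potency means the concentration at half of the fitted maximal effect; % of control where 0% means no effect; nearly all actives have a fitted effect of over 60% in size; reporter is driven by a mutant NPC1 promoter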
#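 Luminescence read-out of NPC1 promoter-driven luciferase in stably transfected Huh7 cells; compounds delivered in DMSO and left 24 h at 37C, 5% CO2, qHTS titration format.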
# BRCA1 expr up – BRCA1 expression activation; Potency, µM (highest dose often 46.1 µM), without a hit: top-dose activation, hits mostly activators; 1.1% of 380,000 active; MCF7-BRCA1-FFLuc reporter, luminescence, 48 h; response scale: scaled: vehicle 0%, 10 µM genistein 100%; further: potency means the concentration at half of the fitted maximal effect; nearly all actives have a fitted effect of over 80% in size; some results filed as inactive show a strong effect at the top dose
#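 Cells: MCF7-BRCA1-FFLuc, 2000/well. Exposure: 48 h, 37 °C, 5% CO2. Read: luminescence, 15 min post-substrate. Controls: genistein 10 microM (maximal activation), DMSO (neutral).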
# ELG1 genotoxic – induces genotoxicity in HEK293T cells with luciferase-tagged ELG1; 1.3% of 330,000 active; Potency, µM (titrated, usually from 46 µM), for the others: at the top dose activity change, positive = activation, most hits filed as activators; HEK293T ELG1-luciferase reporter, luminescence, 16 h; AID 504466; further: potency means the concentration at half of the fitted maximal effect; % of control where 0% means no effect; nearly all actives have a fitted effect of over 60% in size
#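 After overnight (16 hr) compound treatment at 37 °C, ELG1-luciferase HEK293T cells were lysed with ONE-Glo; luminescence quantified 30 min later at room temperature.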
# FLuc modulator – firefly luciferase modulation, counter-screen for miR-21 project; P08659; 6.9% of 360,000 active; Potency, µM (top dose mostly 57.5 µM), without a hit: at the top dose activity change, negative = inhibition, hits mostly inhibitors; purified FLuc, Km substrates, luminescence inhibition;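 further: potency means the concentration at half of the fitted maximal effect; plate controls were vehicle for no effect and reference inhibitor for full effect; nearly all actives have a fitted effect of over 55% in size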
#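 Purified P. pyralis luciferase (10nM final) with 10uM D-luciferin and 10uM ATP (Km levels) in 50mM Tris acetate pH 7.5, 10mM Mg acetate, 0.01% Tween-20, 0.05% BSA; qHTS 6-point titration, ~60 µM downward; luminescence read.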
# p53 reactivation – re-activators of mutant p53; H1299 p53-A138V BP100-luciferase reporter, luminescence, 24 h; Potency, µM (titrated, usually from 92.2 µM), for inactives: top-dose activity change, positive = activation, hits mostly activators; 0.063% of 320,000 active; further: potency means the concentration at half of the fitted maximal effect; % of control where 0% means no effect; nearly all actives have a fitted effect of over 45% in size
#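 H1299 (p53-null), stable ts p53-A138V + BP100-Luc; 1000 cells/well, Opti-MEM/10% FBS; cpd 4 pt, 1:5; 24 h, 37 deg C, 5% CO2; detection reagent 10 min RT; luminescence.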
# TRPV1 agonist – activates the human vanilloid receptor TRPV1. activation, % at 8.33 µM. 0.19% of 320,000 active. TRPV1-expressing cells, Fluo-8 calcium influx, agonist mode. Q8NER1. AID 540275; in the data active means activation above about 80%; inconclusive means between about 30% and that limit; further: 0% is about no effect
# Target sequence (Q8NER1 whole entry, looked up): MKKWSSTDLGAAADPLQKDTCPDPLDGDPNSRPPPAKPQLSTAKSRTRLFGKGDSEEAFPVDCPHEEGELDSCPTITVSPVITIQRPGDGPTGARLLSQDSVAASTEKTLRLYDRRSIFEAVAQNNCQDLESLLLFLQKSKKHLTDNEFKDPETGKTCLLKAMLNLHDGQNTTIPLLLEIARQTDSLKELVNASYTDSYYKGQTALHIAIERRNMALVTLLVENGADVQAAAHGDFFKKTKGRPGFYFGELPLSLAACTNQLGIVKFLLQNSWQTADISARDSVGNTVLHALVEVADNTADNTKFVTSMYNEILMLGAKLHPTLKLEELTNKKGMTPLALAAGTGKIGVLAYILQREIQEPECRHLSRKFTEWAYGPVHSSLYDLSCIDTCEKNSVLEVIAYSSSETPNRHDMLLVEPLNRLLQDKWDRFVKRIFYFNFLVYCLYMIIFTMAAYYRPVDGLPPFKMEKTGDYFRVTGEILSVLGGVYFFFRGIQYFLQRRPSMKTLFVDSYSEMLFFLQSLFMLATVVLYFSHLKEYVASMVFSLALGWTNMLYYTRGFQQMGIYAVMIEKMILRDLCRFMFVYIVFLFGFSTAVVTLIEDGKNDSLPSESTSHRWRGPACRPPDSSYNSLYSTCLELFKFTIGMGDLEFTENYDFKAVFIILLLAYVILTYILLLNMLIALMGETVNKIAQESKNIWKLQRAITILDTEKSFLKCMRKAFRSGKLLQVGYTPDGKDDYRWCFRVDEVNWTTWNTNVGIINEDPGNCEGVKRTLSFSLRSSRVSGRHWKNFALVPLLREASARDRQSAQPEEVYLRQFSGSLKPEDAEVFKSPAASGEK
#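 Fluo-8 calcium influx in TRPV1-expressing cells, kinetic read (ex 480/em 520 nm). Compound added and read 3 min for agonist activity, followed by capsaicin at EC20 final and 2 min further read for enhancement.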
# Tb PFK inh – inhibitors of T. brucei phosphofructokinase; 0.17% of 330,000 active; T. brucei PFK, ADP-Glo luminescence; AID 485367; Potency, µM (doses to about 57.5 µM), for the others: at the top dose activity, negative = inhibition, most hits filed as inhibitors;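 further: potency means the concentration at half of the fitted maximal effect; 0% = uninhibited 1x PFK enzyme wells and -100% = no-enzyme wells; nearly all actives have a fitted effect of over 60% in size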
#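 In TEA buffer at pH 8.0 with 5 mM MgCl2, enzyme (1.25 nM) converted F6P (0.5 mM) and ATP (0.1 mM) for 45 min at room temperature. ADP product was read by luciferase luminescence.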
# ELG1 repair inh – inhibitors of ELG1-dependent DNA repair in HEK293T cells; HEK293T ELG1-luciferase reporter, luminescence, 16 h; DNA damage induced by 5-fluorouridine; Potency, µM (titrated, usually from 46.1 µM), without a hit: at the highest dose activity change, negative = inhibition, actives largely listed as inhibitors; 2.3% of 330,000 active; AID 504467; further: potency means the concentration at half of the fitted maximal effect; on the % scale 0 is the no-effect control and ±100 the full control effect; nearly all actives have a fitted effect of over 55% in size
#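 HEK293T cells expressing luciferase-tagged ELG1 (2,000/well) received 5-Fluorouridine plus compound or DMSO for 16 hr at 37 °C. Luciferase was read by ONE-Glo luminescence after 30 min at room temperature.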
# VP16 counter – counter-screen for ROR gamma inhibitors: Gal4-VP16 reporter; Drosophila S2 Gal4-VP16 UAS-luciferase, luminescence, 20 h; Potency, µM (titrated, usually from 53.6 µM), for inactives: at the top dose activity, negative = inhibition, hits mostly inhibitors; 3.5% of 310,000 active; AID 2546;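 further: Gal4-VP16 expression switched on by copper sulfate through the metallothionein promoter; potency means the concentration at half of the fitted maximal effect; on the % scale 0 is the no-effect control and ±100 the full control effect; nearly all actives have a fitted effect of over 50% in size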
# Rab9 prom act – Rab9 promoter activation; Potency, µM (series often up to 9.22 µM), for the others: at the top dose activation, negative = inhibition, actives largely listed as activators; Huh7 Rab9 promoter-luciferase reporter, luminescence, 24 h; 2.8% of 320,000 active; further: potency means the concentration at half of the fitted maximal effect; % of control where 0% means no effect; nearly all actives have a fitted effect of over 60% in size
#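 Huh7 cells stably carrying a Rab9 promoter-luciferase reporter, 1500 cells per well in OP-MEM I with 10% FBS, treated with compound 24 hours at 37C. Luciferase activity read by luminescence after 10 minutes with Amplite reagent.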
# RORgamma inh – blocks mouse ROR gamma transcriptional activity; P51450; Drosophila S2 Gal4-RORgamma UAS-luciferase reporter, 20 h; Potency, µM (highest dose often 53.6 µM), for the others: at the highest dose activity change, negative = inhibition, usual class: inhibitors; 5.4% of 310,000 active; further: potency means the concentration at half of the fitted maximal effect; on the % scale 0 is the no-effect control and ±100 the full control effect; nearly all actives have a fitted effect of over 60% in size
#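 Using a luciferase readout, inhibitors were identified by reduced reporter activity in Drosophila cells coexpressing a copper-inducible Gal4–ROR gamma fusion and UAS-driven Photinus luciferase, incubated 20 hr after 700 uM copper sulfate.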
# * hit, by the source's call; u = inconclusive; x = not tested or not shown; & = joins results of further samples; [ ] = remark or other dose. Unless noted, the call rests on the fitted dose curve; in most records, active means well fitted curve in the direction sought with a large enough effect; inconclusive means small, poorly fitted or top-dose-only effect, or another doubt; inactive means no such curve, though single readings can be large; an effect the other way counts as inactive or inconclusive. An unsorted share of the library; any-hit rate near 15%.
SMILES,NPC1 prom act,BRCA1 expr up,ELG1 genotoxic,FLuc modulator,p53 reactivation,TRPV1 agonist,Tb PFK inh,ELG1 repair inh,VP16 counter,Rab9 prom act,RORgamma inh
CCOc1ccc(CCNC(=O)COC(=O)c2cccc(S(=O)(=O)N3CCCCC3)c2)cc1OCC,-3%,3%,10%,3%,1%,3,-6%,25%,x,1%,x
COc1cccc(NS(=O)(=O)c2ccc(S(=O)(=O)N3CCCC3)cc2)c1,0%,-9%,-2%,7%,3%,16,3%,-3%,x,-6%,x
COc1cc2c(cc1O)[C@H](Cc1ccc(Oc3cc(C[C@@H]4NCCc5cc(OC)c(O)cc54)ccc3O)cc1)NCC2,1%,x,0%,3%,-12%,-3,5%,-23%,1%,-3%,-22%
NS(=O)(=O)c1ccc(NC(=S)NC2CCCC2)cc1,3%,-61%,-4%,-18%,-2%,-2,u,-2%,2%,-11%,-8%
CC(C)c1csc(CN2CCN(Cc3ccccc3)C(CCO)C2)n1 (centres undefined),-2%,-25%,-5%,-2%,-1%,2,2%,-4%,8%,0%,37%
CCN(CC)CCN(C(=O)c1ccc([N+](=O)[O-])cc1)c1nc2ccc(OC)cc2s1,-3%,1%,0%,6%,12%,6,-2%,-4%,-10%,2%,3%
Cc1ccc(S(=O)(=O)N/N=C/c2cn(C)nc2C)cc1,-1%,-12%,-1%,2%,-1%,27,-6%,9%,2%,-2%,-29%
COc1ccc(NC(=O)O/N=C/c2ccncc2)cc1,16%,109%,14%,u,0%,1,-10%,-1%,-1%,17%,23%
COc1ccc(OC)c2nc(-c3ccc4c(c3)OCO4)ccc12,1.4µM*,76%,4.6µM*,1.9µM*,u,2,3%,u,6%,1.4µM*,-13%
CCN(CC)S(=O)(=O)c1ccc(N2CCCCC2)c(NC(=O)c2ccncc2)c1,-2%,-32%,0%,-2%,0%,29,-2%,-3%,3%,0%,-34%
CCN(CC)C(=O)CSc1nc2ccccc2c(=O)n1CCC(=O)NCc1ccc(F)cc1,1%,0%[1.84 µM],-3%,-1%,5%,1,3%,12µM*,u,0%,u
CC(C)CC(c1nnnn1C1CCCCC1)N1CCN(C(=O)c2ccco2)CC1 (centres undefined),-1%,-5%,-1%,-1%,-1%,11,0%,-2%,8%,7%,-10%
Cc1cc(=O)oc2cc(OCC(=O)Nc3nnc(C4CC4)s3)ccc12,-3%,-2%,0%,1%,-1%,0,0%,-1%,0%,0%,-13%
Cc1cccc(OCCOC(=O)C2CCN(S(=O)(=O)c3ccc(C)c(C)c3)CC2)c1,1%,-23%,4%,4%,1%,6,4%,0%,8%,11%,35%
Cc1ccc(C(=O)OC2CCOC2=O)cc1NC(=O)c1ccco1 (centres undefined),x,-14%,x,5%,x,1,x,x,-11%,x,-13%
CC(C)(C)OC(=O)C[C@H]1C/C=C\C[C@@H](CC(=O)NCCO)C(=O)N[C@H](Cc2ccccc2)COC1=O,x,2%,1%,x,5%,x,-7%,15%,x,x,x
Cc1ccc(CNC(=O)c2cc3c(s2)CN(Cc2ccccc2)C3)cc1,1%,2%,11%,5%,-2%,13,-1%,1%,-12%,0%,-8%
CCC(=O)N1CCc2cc(S(=O)(=O)NC(C(=O)NCc3ccc(C)cc3)C(C)C)ccc21 (centres undefined),1%,-9%,-1%,3%,26%,-1,4%,20%,-3%,-6%,-1%
O=C(O)c1ccccc1-c1nc2ccccc2n1-c1ccccc1,-2%,4%,-8%,-2%,-1%,0,-2%,-7%,-12%,-2%,-7%
CC(=O)Nc1ccc(NC(=O)CSc2nccn2Cc2ccco2)cc1,10%,7%,10%,u,11%,2,-6%,10%,17%,27%,15%
Cc1ccc(NC(=O)c2cc(N3C(=O)C4CCCCC4C3=O)ccc2N2CCOCC2)cc1 (centres undefined),-3%,-1%,1%,0%,-2%,4,1%,-13%,-9%,-8%,0%
Cc1nc(NC(C)c2ccccc2)c2oc3ccccc3c2n1 (centres undefined),-21%,-59%,-12%,-16%,-17%,u,-7%,u,13µM*,-20%,u
O=C(O)c1ccccc1SC1CC(=O)N(c2cccc3ccccc23)C1=O (centres undefined),-1%,-3%,1%,-14%,3%,-4,25%,0%,u,0%,u
Cc1ccc(OCC(=O)NNC(=O)C(C)Sc2ncnc3sc(C)c(C)c23)cc1 (centres undefined),-5%,-41%,-3%,9%,-11%,1,-24%,24%,u,10%,-44%
CC(C)Cc1ccc(CN2CCC(n3nccc3NC(=O)C3CCCC3)CC2)cc1,0%,-35%,-9%,-10%,18%,16,-4%,-29%,-3%,0%,-3%
Cc1ccc(NC(=O)Cn2ncn3c(cc4ccccc43)c2=O)cc1F,0%,-4%&8%,-2%,1%&2%,-6%,11,-4%,-20%,2%,-1%,0%
COc1ccc(C(C)C)cc1S(=O)(=O)N1CC(C)OC(C)C1 (centres undefined),0%,-9%,0%,-2%,-3%,0,-7%,8%,-14%,-4%,-2%
O=C1CN(C(=O)c2ccc3nc(Cc4cccc(Cl)c4)oc3c2)CCN1,1%,-1%,9%,0%,-3%,1,-30%,3%,-2%,3%,11%
COc1cc(C(C(=O)NC2CCCCC2)N(C(=O)Cc2c[nH]c3ccccc23)c2ccc(C)cc2)cc(OC)c1OC (centres undefined),0%,-58%,-7%,-2%,14%,1,4%,u,-6%,1%,-7%[10 µM]
COc1ccc(Cn2ccnc2SCC(=O)Nc2ccccc2)cc1,-3%,-18%,1%,5%,-20%,18,-1%,-7%,2%,-3%,2%
COc1cccc(NC(=O)COC(=O)c2c3c(nc4ccccc24)CCC(C)C3)c1 (centres undefined),-4%,-97%[inhibitor],0%,u,-8%,u,1%,u,-24%,-5%,42%
O=C(Cn1nnc(-c2ccccc2)n1)N/N=C/c1ccco1,-6%,8%,0%,3%,-3%,0,0%,5%,-11%,1%,0%
COCCN(C(=O)Cn1c(C(F)(F)F)nc2ccccc21)c1c(N)n(Cc2ccccc2)c(=O)[nH]c1=O,0%,11%,3%,3%,8%,-1,1%,11%,0%,-2%,1%

# 5 compounds picked at random from those above, as already listed:
SMILES,NPC1 prom act,BRCA1 expr up,ELG1 genotoxic,FLuc modulator,p53 reactivation,TRPV1 agonist,Tb PFK inh,ELG1 repair inh,VP16 counter,Rab9 prom act,RORgamma inh
O=C(O)c1ccccc1SC1CC(=O)N(c2cccc3ccccc23)C1=O (centres undefined),-1%,-3%,1%,-14%,3%,-4,25%,0%,u,0%,u
O=C(Cn1nnc(-c2ccccc2)n1)N/N=C/c1ccco1,-6%,8%,0%,3%,-3%,0,0%,5%,-11%,1%,0%
COc1ccc(C(C)C)cc1S(=O)(=O)N1CC(C)OC(C)C1 (centres undefined),0%,-9%,0%,-2%,-3%,0,-7%,8%,-14%,-4%,-2%
Cc1ccc(NC(=O)Cn2ncn3c(cc4ccccc43)c2=O)cc1F,0%,-4%&8%,-2%,1%&2%,-6%,11,-4%,-20%,2%,-1%,0%
O=C1CN(C(=O)c2ccc3nc(Cc4cccc(Cl)c4)oc3c2)CCN1,1%,-1%,9%,0%,-3%,1,-30%,3%,-2%,3%,11%

# Single records, as listed above. Order of values: NPC1 prom act | BRCA1 expr up | ELG1 genotoxic | FLuc modulator | p53 reactivation | TRPV1 agonist | Tb PFK inh | ELG1 repair inh | VP16 counter | Rab9 prom act | RORgamma inh
# Listed for O=C1CN(C(=O)c2ccc3nc(Cc4cccc(Cl)c4)oc3c2)CCN1 : 1% | -1% | 9% | 0% | -3% | 1 | -30% | 3% | -2% | 3% | 11%
# Listed for Cc1nc(NC(C)c2ccccc2)c2oc3ccccc3c2n1 (centres undefined) : -21% | -59% | -12% | -16% | -17% | u | -7% | u | 13µM* | -20% | u
# Listed for CCOc1ccc(CCNC(=O)COC(=O)c2cccc(S(=O)(=O)N3CCCCC3)c2)cc1OCC : -3% | 3% | 10% | 3% | 1% | 3 | -6% | 25% | x | 1% | x

# Assay outcomes from PubChem BioAssay.
